SW480 rerep: induces DNA re-replication in SW480 colon adenocarcinoma cells. 1.8% of 340,000 active. Potency, µM (top dose mostly 46.1 µM), inactives show at the highest dose re-replication activation, usual class: activators. SW480 DNA re-replication, Hoechst DNA content imaging, 48 h; further: potency means the concentration at half of the fitted maximal effect; % of control where 0% means no effect; nearly all actives have a fitted effect of over 55% in size
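SW480 cells exposed to compounds for 48 hr at 37 C, 5% CO2, then Hoechst-stained 40 min. Nuclear DNA content imaged by fluorescence scanning (405 nm excitation, 500-530 nm emission); re-replication scored as increased high-intensity nuclei.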
MCF10A rereplic: inducers of DNA re-replication in MCF 10A breast cells. Potency, µM (series often up to 46.1 µM), inactives show at the top dose activity, positive = re-replication, actives largely listed as activators. MCF 10A DNA re-replication, Hoechst nuclear intensity, 48 h. 2.9% of 350,000 active; further: potency means the concentration at half of the fitted maximal effect; % of control where 0% means no effect; nearly all actives have a fitted effect of over 50% in size
GLP1R cytotox: cytotoxic in the GLP-1 receptor inverse agonist counter-screen; HEK293 cAMP-luciferase reporter cells, luminescence, 24 h; Potency, µM (highest dose often 38.3 µM), without a hit: at the top dose activity change, negative = inhibition, hits mostly inhibitors; 0.13% of 410,000 active; AID 624418;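 further: loss of luciferase light is scored as toxicity; potency means the concentration at half of the fitted maximal effect; on the % scale 0 is the no-effect control and ±100 the full control effect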
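MLSMR compounds, 24 hr on cells at 37 deg C/5% CO2; luminescence after luciferase reagent (12 min RT). Inhibition counted as the undesired cytotoxic outcome.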
KB-3-1 cytotox: KB-3-1 parental cell cytotoxicity | KB-3-1 viability, CellTiter-Glo ATP luminescence, 72 h | Potency, µM (doses to about 46.1 µM), inactives show at the highest dose activity change, negative = cytotoxic, actives largely listed as cytotoxic | 1.4% of 400,000 active | AID 1347075; further: potency means the concentration at half of the fitted maximal effect; on the % scale 0 is the no-effect control and ±100 the full control effect; nearly all actives have a fitted effect of over 60% in size
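Cytotoxicity in the drug-sensitive parental line KB-3-1 was scored as loss of CellTiter-Glo luminescence following 72 h incubation with compound. Values come from curve fitting of normalized concentration-response data.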
KB-V1 MDR tox: kills drug-selected multidrug resistant KB-V1 cells | KB-V1 MDR cells viability, CellTiter-Glo, 72 h | AID 1347076 | 3.4% of 400,000 active | Potency, µM (highest dose often 46.1 µM), for inactives: top-dose activity change, negative = cytotoxicity, hits mostly cytotoxic; further: potency means the concentration at half of the fitted maximal effect; on the % scale 0 is the no-effect control and ±100 the full control effect; nearly all actives have a fitted effect of over 60% in size
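KB-V1 cells (P-gp-expressing MDR subline of KB-3-1) in phenol-red-free DMEM with 10% FBS were exposed to library compounds over a concentration series for 72 h at 37 degrees C. Viability read by CellTiter-Glo luminescence; concentration-effect curves fitted after normalization.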
HT1080 IDH1KD tx: kills HT-1080 cells with IDH1 knockdown; HT-1080 IDH1 knockdown viability, ATP luminescence, 48 h; Potency, µM (series often up to 46.1 µM), for the others: at the top dose activity, negative = toxicity, most hits filed as cytotoxic; 2% of 360,000 active; AID 686971;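 further: potency means the concentration at half of the fitted maximal effect; 0% = DMSO wells and -100% = cell-free medium wells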
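After a 2 h attachment period, IDH1KD HT-1080 cells took pin-transferred compound for 48 h at 37 °C; ATP-based luminescence after 10 min room-temperature reagent incubation reported viability.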
D3 ag: agonists of human D3 dopamine receptor | D3R DiscoveRx beta-arrestin cells, luminescence, 90 min | max activation, % | 0.58% of 410,000 active; in the data active means max activation above about 30%; further: 0% is about no effect; mostly tested at two doses, the higher about 12 µM
Target sequence (P35462 whole entry, looked up): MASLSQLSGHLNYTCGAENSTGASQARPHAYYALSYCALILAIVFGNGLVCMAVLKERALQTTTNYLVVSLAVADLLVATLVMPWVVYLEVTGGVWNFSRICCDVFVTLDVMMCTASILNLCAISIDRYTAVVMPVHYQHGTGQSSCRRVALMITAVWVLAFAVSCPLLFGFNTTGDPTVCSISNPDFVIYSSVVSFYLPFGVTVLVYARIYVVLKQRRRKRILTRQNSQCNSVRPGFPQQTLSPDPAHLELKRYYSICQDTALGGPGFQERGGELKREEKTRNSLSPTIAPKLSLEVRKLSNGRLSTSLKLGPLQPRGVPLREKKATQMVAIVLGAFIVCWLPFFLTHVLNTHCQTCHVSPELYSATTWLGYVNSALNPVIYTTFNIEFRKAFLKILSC
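Agonist mode: compounds and dopamine controls were applied to plated cells for 90 min at 37 degrees C after an overnight attachment at 1500 cells/well. Luminescent read-out followed 30 - 60 minutes at room temperature with DiscoveRx detection reagent.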
HT1080NT lethal: kills 2HG-producing HT-1080-NT fibrosarcoma cells. HT-1080-NT fibrosarcoma viability, CellTiter-Glo ATP luminescence, 48 h. Potency, µM (titrated, usually from 46.1 µM), for the others: at the highest dose activity, negative = less viability, most hits filed as cytotoxic. 1.6% of 360,000 active. AID 686970;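 further: NT is the 2HG producing partner of a matched IDH1 knockdown line; potency means the concentration at half of the fitted maximal effect; 0% = DMSO-treated cells and -100% = media-only wells without cells; nearly all actives have a fitted effect of over 55% in size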
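Compounds were tested in concentration-response format on HT-1080-NT cells for 48 hours at 37 degrees C. Cell viability came from CellTiter-Glo luminescence; curves were classified by r2, response magnitude and activity.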
IL1B secr inh: inhibitors of inflammasome signaling (IL-1 beta secretion). THP-1 LPS/ATP IL-1B secretion, AlphaLISA, 16 h; hits give low values. activity change, % at 57.5 µM. 4.7% of 360,000 active. AID 743279; in the data active means activity change below about -50%; inconclusive means mostly about -30% to -49%; further: on the % scale 0 is the no-effect control and ±100 the full control effect
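Secreted IL-1B measured by AlphaLISA bead assay after 16 h compound exposure of THP-1 cells; compounds (final up to 57.5 uM) added 1 h before LPS (250 ng/mL) and ATP (1.25 mM) stimulation; lower signal means less secretion.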
Starred values were filed as active, the others as inactive; i = inactive; ? = inconclusive; . = no result given; & = joins results of further samples; ! = repeats disagree; [ ] = another dose, or the depositor's remark. Unless noted, the call rests on the fitted dose curve; in most records, active means well fitted curve in the direction sought with a large enough effect; inconclusive means small, poorly fitted or top-dose-only effect, or another doubt; inactive means no such curve, though single readings can be large; an effect the other way counts as inactive or inconclusive.

Start of the data: the first three entries, ahead of the listing:
SMILES | SW480 rerep | MCF10A rereplic | GLP1R cytotox | KB-3-1 cytotox | KB-V1 MDR tox | HT1080 IDH1KD tx | D3 ag | HT1080NT lethal | IL1B secr inh
COc1ccc(-c2nnc(SCCC(=O)O)n2-c2ccccc2)cc1 | -7% | 2% | -23% | 18µM* | 16% | 29% | -11 | 1% | 10
CC1=NN(/C(=N\c2nnc(C)s2)Nc2ccccc2)[C@H](c2ccc(C)cc2)S1 | -2% | 3% | -19% | -3% | -13% | 1% | -1 | 0% | -15
NC(CCc1ccccc1)c1csc(Nc2ccc(C(=O)NCCO)cc2)n1 (stereo not given) | . | . | -9% | 0% | ? | -29% | -3 | -11% | -15

The listing, from the start:
SMILES | SW480 rerep | MCF10A rereplic | GLP1R cytotox | KB-3-1 cytotox | KB-V1 MDR tox | HT1080 IDH1KD tx | D3 ag | HT1080NT lethal | IL1B secr inh
COc1ccc(-c2nnc(SCCC(=O)O)n2-c2ccccc2)cc1 | -7% | 2% | -23% | 18µM* | 16% | 29% | -11 | 1% | 10
CC1=NN(/C(=N\c2nnc(C)s2)Nc2ccccc2)[C@H](c2ccc(C)cc2)S1 | -2% | 3% | -19% | -3% | -13% | 1% | -1 | 0% | -15
NC(CCc1ccccc1)c1csc(Nc2ccc(C(=O)NCCO)cc2)n1 (stereo not given) | . | . | -9% | 0% | ? | -29% | -3 | -11% | -15
Cn1c2ccccc2c(=O)c2c(=O)n(Cc3ccco3)c(COc3ccccc3)nc21 | 8% | ? | -8% | 7.3µM* | ? | ? | -1 | -27% | 2
Cc1ccc(CNC(=O)C2CCC(=O)N(CCc3cccc(F)c3)C2)s1 (stereo not given) | -4% | -3% | 9% | 8% | ? | 6% | 1 | 10% | -4
CC(C)C(=O)Nc1ccc(N2CCCC2)c(Cl)c1 | 13% | -2% | -3% | -3% | 13% | -2% | -6 | -4% | 22
Cc1nnc2sc(-c3cccc(F)c3)nn2c1=O | -7% | 1% | -2% | 0% | 9% | -11% | 7 | -24% | 14
CN(Cc1ccc(F)cc1)Cc1nc(-c2cnccn2)no1 | 13µM* | -4% | -3% | 7% | 3% | 13% | 5 | 20% | 14
Cc1ccc(C(=O)c2ccccc2C(=O)OCC(=O)N2C(C)CCCC2C)cc1 (stereo not given) | 3% | ? | -6% | -18% | 0% | 9% | 7 | 4% | ?
Cc1ccc(NC(=O)c2scc3c2CCCC3)cc1 | ? | ? | 3% | 19% | -3% | 5% | -7 | 7% | 1
Cc1cccn2c(=O)c3cc(C(=O)NC4CCCCC4)c(=N)n(CCN4CCOCC4)c3nc12 | ? | ? | 16% | -29% | 7% | 16% | 5 | 0% | 12
Cc1ccc(CNc2ccc(-c3nc(-c4ccco4)no3)cc2[N+](=O)[O-])cc1 | . | . | 5% | 11% | -1% | . | 2 | . | .
CC(=O)Nc1ccc(OC(=O)c2cc([N+](=O)[O-])ccc2Cl)cc1 | -6% | 0% | 4% | 9% | 1% | -2% | 3 | 0% | 0
COc1ccc(C(=O)NCCn2cc(SCC(N)=O)c3ccccc32)cc1 | -5% | 1% | 0% | 0% | 19% | 4% | 2 | 23% | 0
Cc1ccc(CN2C(=O)N(c3ccc(F)cc3)C(=O)C2CC(=O)Nc2ccc(Cl)cc2)cc1 (stereo not given) | . | . | -10% | 0% | -6% | . | 2 | . | .
Cc1c(Br)c(C(F)(F)F)nn1CC(=O)NCC1CCCO1 (stereo not given) | 2% | -9% | 7% | 0% | 4% | 5% | -16 | ? | 0
CN(C(=O)COC(=O)c1ccccc1NCc1ccco1)c1c(N)n(Cc2ccccc2)c(=O)[nH]c1=O | -17% | 7% | -5% | ? | -18% | 0% | -1 | -5% | -20
CCOC(=O)c1cccc(N/C=C/C(=O)c2ccc(OC)c(OC)c2)c1 | 12% | ? | 0% | 10% | ? | ? | -1 | ? | -4
C#CC(C)(CC)NC(=O)c1cc(OC)c(OC)c(OC)c1 (stereo not given) | 4%[9.22 µM] | 9% | 16% | 0% | -1% | 9% | 0 | 9% | -6
O=c1cc(CSc2nnnn2-c2ccccc2)nc(Nc2ccc(F)cc2)[nH]1 | -1% | 254%[0.0737 µM] | -25% | 0% | 10% | -21% | 1 | -4% | 17
CCc1ccccc1NC(=S)N1CCC(C(=O)c2ccc(F)cc2)CC1 | 6% | 3% | -14% | 5% | -1% | 0% | -5 | ? | 6
Cc1ccc(CNC(=O)CCS(=O)(=O)c2cc3c4c(c2)CCN4C(=O)CC3)cc1 | . | . | -1% | 1% | 11% | . | 6 | . | .
CCCCCC1CCC(c2ccc(C(N)=O)cc2)CC1 (stereo not given) | -5% | -8% | 7% | 3% | 9% | ? | 1 | 23% | 30
O=C(NCCNC(=O)c1ccc(Br)o1)c1ccc(Br)o1 | -12% | 5% | -3% | 24% | -3% | 13% | 6 | 22% | -7
CCCc1cc(C(=O)NC2CCCCC2)no1 | . | . | -2% | 7% | 17% | 1% | 0 | 15% | -30
CCOC(=O)c1cccc(NC(=O)c2ccc3nc(CCc4ccccc4)oc3c2)c1 | . | . | 4% | 2% | -2% | . | -5 | . | .
CCN1C(=O)[C@@H]2[C@@H](c3ccc(-c4ccc(Cl)c(Cl)c4)cc3)N3CCC[C@@]3(C(=O)OC)[C@@H]2C1=O | 4% | 18% | -16% | -12% | ? | -15% | -23 | -14% | ?
COc1ccc(C(=O)Nc2nc(OCC(F)(F)F)cnc2/C=C\c2ccccc2)c(OC)c1 | . | . | 2% | -1% | 0% | 29% | -2 | 20% | -14
O=C(NCc1ccccc1C(F)(F)F)C1CC(c2ccccc2C(F)(F)F)=NO1 (stereo not given) | 5%[9.22 µM] | 0% | 7% | -4% | -9% | -5% | -23 | 6% | -62*
CC(=O)Nc1sc2c(c1C(c1cccc(F)c1)N1CCN(CCO)CC1)CCCC2 (stereo not given) | -5% | 2% | -14% | -5% | -2% | -12% | -11 | -5% | -2
O=C(CSCc1ccc(Br)cc1)N1CCOCC1 | 2% | -9% | 2% | 4% | ? | 5% | 1 | -2% | -3
CCOC(=O)C1=C(O)C(=O)C(C(=O)OCC)C1 (stereo not given) | -3% | 1% | -17% | 6% | 14% | 5% | -1 | 2% | -2
O=C(CSc1nc(-c2ccccc2)nc2c1CCCC2)c1ccc(Cl)cc1 | . | . | -5% | 7% | ? | . | 7 | . | .
Cc1cccc(CCNC(=O)c2cc3c(=O)[nH]c4ccc(C)cc4c3s2)c1 | . | . | 3% | 8% | -6% | . | 1 | . | .
COc1ccc(C(=O)COC(=O)c2ccc3c(c2)OCCO3)c(OC)c1 | -3% | 5% | -1% | -5% | -19% | -18% | 6 | 2% | -2
COC(=O)C1CCN(c2ccc([N+](=O)[O-])cc2[N+](=O)[O-])CC1 | -89%[inhibitor] | -7% | -22% | -9% | 16µM* | 6% | -3 | -1% | 9
O=C(O)CCc1ccc(-c2cccs2)o1 | 2% | 15% | 0% | 5% | -7% | ? | 1 | ? | 0
CCN(C(=O)COC(=O)c1[nH]c(C)c(C(C)=O)c1C)C1CCS(=O)(=O)C1 (stereo not given) | -1% | 8% | 5% | 2% | 23% | 13% | 4 | 21% | 17
CS/C(=N\S(=O)(=O)c1cccs1)Nc1ccc(Br)cc1F | 0%&-2% | 23µM*! | -14%&3% | -2%&-3% | ? | -9%&-13% | -5&-6 | -1%&-2% | -1&20
COc1ccc(C(=O)N/C(=C\c2cccc([N+](=O)[O-])c2)C(=O)Nc2cccc(C(=O)O)c2)cc1 | -1% | 7% | -1% | 11% | 10% | 28% | 0 | 2% | 4

Filtered by structure, the compounds so far with two or more sulfur atoms (two)
SMILES | SW480 rerep | MCF10A rereplic | GLP1R cytotox | KB-3-1 cytotox | KB-V1 MDR tox | HT1080 IDH1KD tx | D3 ag | HT1080NT lethal | IL1B secr inh
CC1=NN(/C(=N\c2nnc(C)s2)Nc2ccccc2)[C@H](c2ccc(C)cc2)S1 | -2% | 3% | -19% | -3% | -13% | 1% | -1 | 0% | -15
CS/C(=N\S(=O)(=O)c1cccs1)Nc1ccc(Br)cc1F | 0%&-2% | 23µM*! | -14%&3% | -2%&-3% | ? | -9%&-13% | -5&-6 | -1%&-2% | -1&20

Later entries
SMILES | SW480 rerep | MCF10A rereplic | GLP1R cytotox | KB-3-1 cytotox | KB-V1 MDR tox | HT1080 IDH1KD tx | D3 ag | HT1080NT lethal | IL1B secr inh
C=CCN(c1ccccc1)S(=O)(=O)c1cccc(C(=O)Nc2ccc(N3CCOCC3)cc2)c1 | ? | 12% | -10% | ? | ? | ? | -2 | -15% | 0
O=c1[nH][nH]c(-c2ccccc2)c1C=Nc1ccccc1 | 1% | -1% | -5% | 11% | 2% | 22% | 1 | 2% | 2
CCc1nnc(NC(=O)c2ccc(Cl)c(S(=O)(=O)N3CCc4ccccc4C3)c2)s1 | -2% | 5% | 13% | -13% | 12% | -11% | 11 | -8% | 26
CC(C)N(Cc1ccccc1)C(=O)/C=C/c1ccccc1[N+](=O)[O-] | 18% | ? | 0% | -5% | ? | -4% | -8 | 2% | -27
Cc1ccccc1C(=O)NN1CC(C(=O)OCc2ccc(Cl)c(Cl)c2)CC1=O (stereo not given) | -4% | -5% | -29% | 26% | 25% | -2% | 14 | -7% | 0
Cc1ccc(NC(=O)CSc2nn3c(=O)c(C)nnc3s2)cc1Cl | -9% | 8% | 4% | ? | 1% | 12% | 1 | 1% | i
